Assay outcomes from PubChem BioAssay.
Mcl-1 Bim block: human Bim-Mcl-1 interaction inhibition; Bead-based flow cytometry, Bim peptide-Mcl-1 binding; 0.1% of 190,000 active; Q07820; AID 1009; inhibition, % at 10 µM;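 further: 0% = no compound tracer wells and 100% = peptide blocker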
Bfl-1 Bim block: human Bim-Bfl-1 interaction inhibition. inhibition, % at 10 µM. 0.12% of 190,000 active. AID 1008. Bead-based flow cytometry, Bim-Bfl-1 binding inhibition. Q16548;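 further: 0% = wells without compound plus tracer and 100% = blocker peptide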
Bcl-2 Bim block: human Bim-Bcl-2 interaction inhibition. P10415. Bead-based flow cytometry, Bim peptide-Bcl-2 binding. inhibition, % at 10 µM. 0.06% of 190,000 active. AID 950; in the data active means inhibition above about 40%; inconclusive means no clear call, values can overlap the other calls;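 further: 0% = no compound wells with probe peptide and 100% = reference peptide inhibitor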
Bim-Bcl-W: human Bim-Bcl-W interaction inhibition; Q92843; bead-based flow cytometry, Bim peptide-Bcl-W binding; inhibition, % at 10 µM; 0.02% of 190,000 active; AID 952;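 further: 0% = bound tracer without compound and 100% = peptide blocker; higher means less fluorescent Bim peptide bound to Bcl-W beads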
Target sequence (Q92843 whole entry, looked up): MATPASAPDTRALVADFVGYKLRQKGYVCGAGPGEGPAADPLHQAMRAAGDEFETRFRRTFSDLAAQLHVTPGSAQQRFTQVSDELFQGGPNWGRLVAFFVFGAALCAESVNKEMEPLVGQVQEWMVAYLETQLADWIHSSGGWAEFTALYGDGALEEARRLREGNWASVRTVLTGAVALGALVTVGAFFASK
ABCB1 inh: human ABCB1 inhibition, ABCG2 as counter-screen. P08183. CCRF-Adr cells, JC-1 efflux, flow cytometry. inhibition, % at 6.6 µM. 0.067% of 190,000 active; in the data active means inhibition above about 40%;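 further: 0% = vehicle and 100% = reference inhibitor; higher value means more JC-1 retained so stronger ABCB1 efflux block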
RGS7-Gao: regulators of human RGS7-Galphao interaction; P09471; Multiplexed bead flow cytometry, RGS7-Galphao binding; actives lie on both sides; binding response (% of control), % at 10 µM; 0.35% of 220,000 active; AID 1439; in the data active means binding response below about 49% or above about 150%; inconclusive means no clear call, values can overlap the other calls; inactive means in between;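 further: fluorescent Galphao held in activated GDP-AlF4 state binding bead-coupled RGS7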
ABCG2 inh: inhibitors of human ABCG2 transporter, ABCB1 counter-screen; AID 1325; 0.1% of 190,000 active; Q9UNQ0; IgMXP3 cells, JC-1 efflux, flow cytometry; inhibition, % at 6.6 µM;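 active means inhibition above 80%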;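 further: 0% = DMSO and 100% = nicardipine control wells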
Target sequence (Q9UNQ0 whole entry, looked up): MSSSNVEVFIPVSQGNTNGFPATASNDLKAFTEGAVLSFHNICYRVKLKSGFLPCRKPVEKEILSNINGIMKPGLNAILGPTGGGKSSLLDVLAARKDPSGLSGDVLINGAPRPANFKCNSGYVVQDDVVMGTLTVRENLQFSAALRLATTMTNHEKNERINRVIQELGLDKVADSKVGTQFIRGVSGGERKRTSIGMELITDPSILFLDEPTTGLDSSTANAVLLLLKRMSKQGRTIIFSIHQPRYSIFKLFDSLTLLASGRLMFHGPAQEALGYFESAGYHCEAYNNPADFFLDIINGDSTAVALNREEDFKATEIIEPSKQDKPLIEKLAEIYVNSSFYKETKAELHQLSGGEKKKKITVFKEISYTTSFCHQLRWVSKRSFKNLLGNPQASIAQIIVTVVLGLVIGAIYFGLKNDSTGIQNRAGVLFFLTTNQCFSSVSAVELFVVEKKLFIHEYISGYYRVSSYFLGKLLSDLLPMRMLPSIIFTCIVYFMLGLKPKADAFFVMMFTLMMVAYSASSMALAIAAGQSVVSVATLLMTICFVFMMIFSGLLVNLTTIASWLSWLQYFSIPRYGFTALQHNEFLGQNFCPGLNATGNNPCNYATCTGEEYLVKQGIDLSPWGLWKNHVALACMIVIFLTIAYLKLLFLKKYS
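material = IgMXP3 (ABCG2) plus far-red-tagged CCRF-Adr (ABCB1) cells | amount = 3 million cells/mL, equal mix of both lines | also added = JC-1 transporter substrate | dosing = one concentration, 6.6 µM final | schedule = 10 min at 25 °C | measured by = flow cytometric JC-1 green MFI at 530 nm | read-out basis = percent efflux inhibition, scaled nicardipine 100% to DMSO 0%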
RGS8-Gao reg: regulators of human RGS8-Galphao interaction; P09471; multiplexed bead flow cytometry, RGS8-Galphao binding; actives lie on both sides; response (percent of control binding), % at 10 µM; 0.34% of 220,000 active; AID 1423; in the data active means response below about 60% or above about 140%; inactive means in between;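 further: Galphao activated as the GDP aluminium fluoride complex binding bead-coupled RGS8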
Bim-Bcl-B: human Bim-Bcl-B interaction inhibition; Q9HD36; bead-based flow cytometry, Bim peptide-Bcl-B binding; inhibition, % at 10 µM; 0.073% of 190,000 active; AID 951;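 further: 0% = tracer peptide without compound and 100% = reference inhibitor peptide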
Bim-Bcl-XL: inhibitors of Bim-Bcl-XL interaction, human; Bim peptide-Bcl-XL binding, bead flow cytometry, fluorescence; AID 1007; Q07817; 0.04% of 190,000 active; inhibition, % at 10 µM
RGS4-Gao reg: human RGS4-Galphao interaction regulation | Multiplexed bead flow cytometry, RGS4-Galphao binding; actives lie on both sides | binding response (% of control), % at 10 µM | 0.33% of 220,000 active | AID 1415; in the data active means binding response below about 49% or above about 150%; inactive means in between;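 further: fluorescent Galphao activated with aluminum fluoride binding bead-coupled RGS4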
The depositor's hits bear a star; ? = inconclusive. Unless noted, no stated cut-off is given here; in the data, active means inhibition above about 40%.

Screens in order: RGS7-Gao, Bim-Bcl-B, Mcl-1 Bim block, RGS8-Gao reg, ABCG2 inh, RGS4-Gao reg, Bcl-2 Bim block, Bim-Bcl-W, Bfl-1 Bim block, Bim-Bcl-XL, ABCB1 inh
(1) CCOc1ccc(NC(=O)CNC(=O)c2ccc(OC)cc2)cc1
 : 93, -4, -2, 103, 13, 103, 0, -2, -5, -2, 0.7
(2) O=C(CCn1nc(-c2ccccc2)c2ccccc2c1=O)NCC1CCCO1 (stereo unspecified)
 : 102, -1, -1, 98, 6, 104, -1, 1, -1, 0, 1.3
(3) Cc1oc(C(=O)Nc2ccc(O)cc2)cc1COc1ccccc1
 : 107, -7, -1, 103, 17, 105, -7, 0, -11, -4, 0.2
(4) O=C(Nc1ncc(Cc2ccccc2Cl)s1)c1ccc(-c2cccc([N+](=O)[O-])c2)o1
 : 103, -8, -2, 103, -6, 102, -7, -2, -16, -3, -1.0
(5) COc1cccc2c1OC1(C)CC2NC(=O)N1c1cccc(C(=O)Nc2ccc3c(c2)OCCO3)c1 (stereo unspecified)
 : 102, -13, -3, 103, 15, 103, -10, -1, -19, -7, 1.1
(6) Cc1cc2oc(C(=O)N(Cc3ccccc3)C3CCS(=O)(=O)C3)cc(=O)c2cc1Cl (stereo unspecified)
 : 99, -8, -2, 99, 14, 101, -10, 0, -8, -2, 3.5
(7) O=C(Nc1ccc(F)cc1)C1CCN(c2nnnn2-c2ccccc2)CC1
 : 91, -3, 3, 90, 6, 90, -6, 4, -9, -5, 1.1
(8) NC(=O)c1c[nH]c2ccccc12
 : 105, 0, -1, 103, 3, 94, -1, -2, 0, -2, 0.6
(9) Cc1cc(NC(=O)CCCC(=O)N(CC(=O)NCCc2ccccc2)Cc2ccc(F)cc2)no1
 : 103, -11, -7, 102, 15, 101, -13, -3, -20, -9, 0.0
(10) CC(C)(C)NC(=O)CN(C(=O)CS(=O)CC(=O)Nc1ccc(F)cc1)c1ccc(F)c(Cl)c1 (stereo unspecified)
 : 107, -5, 0, 104, 0, 111, -6, 0, -14, -5, 0.0
(11) CCOc1cc(C=C(C#N)C#N)ccc1Oc1ccc([N+](=O)[O-])cn1
 : 104, 0, 0, 94, 0, 97, -1, -5, 3, 0, -1.2
(12) COc1ccc(-c2c(NC(=O)c3ccco3)n(C)c3ccccc3c2=O)cc1
 : 99, -9, 0, 100, 6, 105, -11, 0, -11, -2, 0.8
(13) Cc1ccc(C(=O)CSc2nsc(C)c2C#N)cc1
 : 101, -30, -12, 99, 2, 100, -13, 0, 0, -11, 0.1
(14) Cc1ccc(S(=O)(=O)Nc2ccc(SC(F)F)cc2)c(C)c1
 : 100, -3, -3, 96, 3, 98, -3, -1, -1, -4, 0.2
(15) C=CCn1c(SCC(=O)NC(=O)NCC(C)C)nnc1C1CCCCC1
 : 101, -13, -3, 107, 3, 102, -11, 3, -11, -8, 0.4
(16) Cc1ccccc1-n1c(SCC(=O)N/N=C/C=C/c2ccccc2[N+](=O)[O-])nc2ccccc2c1=O
 : 101, -6, -1, 99, 17, 97, -5, -5, -12, -6, 6.3
(17) O=[N+]([O-])c1cc2c(cc1/C=N/Nc1nc(N3CCCC3)nc(N3CCCC3)n1)OCO2
 : 99, -4, -1, 99, 26, 99, 0, 0, 0, -5, 7.7
(18) Cc1ccc(-c2cc(C(F)F)n3ncc(C(=O)Nc4c(C)nn(Cc5c(Cl)cccc5Cl)c4C)c3n2)cc1
 : 101, 0, 1, 100, 6, 101, -1, 0, 0, -3, 2.8
(19) Cc1ccc(S(=O)(=O)N(C)C)cc1NC(=O)c1cncc(Br)c1
 : 103, -10, -3, 104, 5, 107, -6, -7, -13, -9, 0.7
(20) C/C(Nc1ccc(Cl)cc1)=C(/C#N)C(N)=O
 : 99, -5, 0, 102, 4, 105, -8, 2, -11, 3, -0.4
(21) O=C(Nc1ccc(Cl)cc1)N(Cc1cccs1)Cc1cccs1
 : 101, -6, 2, 98, 10, 103, -12, -2, -13, 0, 0.5
(22) Cc1ccc(CNC(=O)C2CN(S(C)(=O)=O)c3cc(Cl)ccc3O2)cc1 (stereo unspecified)
 : 99, 0, 2, 101, 20, 105, 0, 2, -4, 1, 2.3
(23) O=C(Nc1cc(S(=O)(=O)N2CCOCC2)ccc1N1CCOCC1)C1CCCO1 (stereo unspecified)
 : 98, 3, 0, 103, -1, 104, -1, -1, 0, -1, -0.1
(24) COCCNC(=O)Cn1nc(C(F)(F)F)cc1C
 : 109, 1, 1, 111, 0, 106, 0, 1, 1, -1, -0.6
(25) O=C(NC(=S)NCc1ccccc1)C1CCCCC1
 : 93, -11, -2, 98, 0, 95, -8, 0, -14, -11, 0.0
(26) COc1ccc(S(=O)(=O)N(C)c2ccc(C(=O)N3CCC(C(N)=O)CC3)cc2)cc1OC
 : 99, -1, 4, 101, 0, 100, -6, 3, -2, 3, -0.3
(27) O=C(NCCc1cn2ccccc2n1)c1cc(COc2c(F)cccc2F)on1
 : 96, -1, -1, 100, 3, 99, -1, -2, -4, 0, 0.7
(28) O=S(=O)(NCc1ccco1)c1cccc2cccnc12
 : 96, 5, 10, 98, -3, 100, 2, 2, 5, 3, -0.3
(29) CCOCCCNC(=S)N1CCN(Cc2ccc3c(c2)OCO3)CC1
 : 100, -6, 0, 105, 1, 104, -4, 0, -6, -1, 0.4
(30) COc1ccc(Cl)cc1NC(=S)NCCCN1CCCC1=O
 : ?, -9, 0, 100, 9, 104, -4, -7, -8, -2, 0.1
(31) CN(C)CCCNc1cc(Cl)c(S(=O)(=O)N2CCCCC2)cc1C(=O)O
 : 99, -9, -8, 101, -1, 101, -11, -2, -22, -12, -0.3
(32) Cc1ccc(S(=O)(=O)N2CCOCC2)cc1NC(=O)COC(=O)c1cccnc1Cl
 : ?, -1, -2, 97, 10, 96, -6, 0, -4, -1, 0.8
(33) Cn1c(=O)c2nnn(/N=C(\c3ccccc3)C3CC3)c2n(C)c1=O
 : 106, -10, -2, 102, 4, 100, -8, 0, -12, -15, 0.6
(34) Cc1ccccc1OCC(=O)NNC(=O)Nc1ccccc1
 : 90, -3, 0, 99, 1, 94, -3, -5, -4, -6, 0.3
(35) CC(CCO)Nc1nc2c([nH]1)c(=O)n(C)c(=O)n2C (stereo unspecified)
 : 98, -7, 0, 100, 3, 98, -7, 1, -8, -1, 2.1
(36) O=C(O)c1ccc(Cl)c(NC(=S)NC(=O)c2ccccc2[N+](=O)[O-])c1
 : 97, -3, -1, 100, 0, 98, 1, -3, -2, -3, -0.3
(37) CCc1ccc(N(CC(=O)Nc2ccc(NC(C)=O)cc2)S(=O)(=O)c2ccccc2)cc1
 : 92, -1, -2, 97, 3, 92, 2, -2, -1, -5, 0.4
(38) CCCOc1ccc(C(C)=O)cc1CSc1nc(O)cc(=O)[nH]1
 : 100, -6, -1, 101, 0, 101, -5, 3, -13, -5, 0.0
(39) Cc1nc(N2CCOCC2)nc(N2CCCCC2)c1[N+](=O)[O-]
 : 81, -5, -3, 61, 27, 82, -1, -2, 0, -4, 1.6
(40) CCOC(=O)CSc1nnc(-c2c[nH]c3ccccc23)n1CC
 : 102, -7, -1, 103, 7, 102, -7, 0, -13, -7, 0.3
(41) Cc1cnc(C(=O)OCc2ccc(COC(=O)c3cnc(C)cn3)cc2)cn1
 : ?, 4, 2, 100, 2, 104, -1, 1, -4, -1, 0.3
(42) O=c1c2cc3c(cc2[nH]c(=S)n1Cc1ccco1)OCO3
 : 105, 7, 10, 92, 21, 101, 8, 11, 7, 6, -0.3
(43) CCOC(=O)c1c(C)oc2cc(Br)c(OC)cc12
 : 95, -3, -4, 99, 1, 96, -5, -4, -2, -2, 0.2
(44) CCc1nnc(NC(=O)c2cc(S(=O)(=O)N3CCN(c4ccccc4)CC3)ccc2Cl)s1
 : 100, 0, 0, 101, 3, 104, 0, 4, 0, 0, 1.9
(45) Cc1cc(C)cc(NC(=O)CN(Cc2ccccc2)S(C)(=O)=O)c1
 : 95, 0, -1, 99, 2, 95, -16, 0, 3, -2, 0.6
(46) CC1CCCC(NC(=O)COC(=O)c2ccc3ccccc3n2)C1C (stereo unspecified)
 : 107, -10, 0, 102, 4, 107, -12, 3, -14, 0, 0.9
(47) CCCCc1ccc(NC(=O)c2c(C)noc2C)cc1
 : 100, -10, 0, 101, 1, 99, -2, -1, -8, -2, 0.1
(48) CC1(C)CC(=O)C2=C(C1)N=C1c3ccccc3C(=O)C1C2c1ccc(Cl)cc1 (stereo unspecified)
 : 103, -8, -2, 99, 7, 100, -7, -2, -14, -3, 1.1
(49) C=CCNC(=O)/C(=C/c1ccccc1OCC)NC(=O)c1ccccc1
 : 100, -10, -2, 105, -3, 102, -7, -3, -11, -10, 0.3
(50) CC(C)C(=O)N1CCN(c2ccccc2NC(=S)NC(=O)c2cccs2)CC1
 : ?, -3, -1, 101, 13, 102, -5, -1, -7, -6, 2.9
(51) CC1(C)C(=O)NCCN1C(=O)CCCC(=O)O
 : 102, -2, -2, 107, 0, 103, -2, -1, -5, -1, 0.1
(52) CCOC(=O)CSc1nnc(SCCN2C(=O)c3ccccc3C2=O)s1
 : 101, -16, -5, 99, 3, 101, -15, -1, -6, -5, 0.4
(53) CC(C)CCn1c(=O)c2ccccc2n2c(CN3C(=O)NC4(CCC(C)CC4)C3=O)nnc12 (stereo unspecified)
 : 97, 2, -1, 101, 9, 105, 1, 2, -1, 1, 1.9
(54) Cc1nnc(SCC(=O)NN2C(=O)NC3(CCCCC3)C2=O)s1
 : 96, -8, 0, 98, 4, 97, -3, -5, -14, -5, 0.3
(55) Fc1ccc(NC(=S)Nc2nccs2)cc1
 : 98, -14, -5, 106, 3, 100, 1, -7, -5, -4, 0.6

Just Bfl-1 Bim block and RGS7-Gao, for 2 of the compounds above:
no.	smiles	Bfl-1 Bim block	RGS7-Gao
44	CCc1nnc(NC(=O)c2cc(S(=O)(=O)N3CCN(c4ccccc4)CC3)ccc2Cl)s1	0	100
45	Cc1cc(C)cc(NC(=O)CN(Cc2ccccc2)S(C)(=O)=O)c1	3	95
